JMJD2A Tudor inh – JMJD2A Tudor domain (human) inhibition. O75164. AlphaScreen JMJD2A-Tudor / H3K4me3 peptide binding. Potency, µM (top dose mostly 114 µM), without a hit: top-dose activity change, negative = inhibition, usual class: inhibitors. 4.4% of 390,000 active; also: potency is read from the fitted curve at half-maximal effect; % is scaled to controls: 0 for no effect and ±100 for the full control effect; nearly all actives have a fitted effect of over 50% in size
PI4K2A block – PI4K2A (human) kinase inhibition; Q9BTU6; purified PI4K2A, ADP-Glo luminescence, 1 h; hits give low values; activity change, negative = inhibition, % at 76.9 µM; 0.13% of 420,000 active; AID 1346378; in the data active = activity change below about -50%; inconclusive = mostly about -30% to -49%;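 also: -100% = wells without enzyme as full effect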
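In this quantitative HTS, ADP production by PI4K2A was quantified luminescently after 1 h at ambient temperature; 100 microM adenosine served as plate-quality control.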
ERG-DNA inh – inhibitors of human ERG Ets domain-DNA interaction; fluorescence polarization, His-ERG Ets domain / labelled DNA; Potency, µM (titrated, usually from 76.9 µM), for inactives: at the top dose FP activity, negative = inhibition, hits mostly inhibitors; 0.028% of 370,000 active; AID 624246; active = well fitted inhibition curve with a large enough effect in the polarisation, with a control signal flat; inconclusive = small, poorly fitted or top-dose-only effect, or effect the other way, or a change in a side signal; inactive = no such curve, though single readings can be large or run the other way; the % refers to the polarisation;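 also: polarization taken with two DNA probes labelled with fluorescein and Texas red; potency is read from the fitted curve at half-maximal effect; % of control where 0% means no effect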
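His-tagged ERG Ets domain (1 uM in the protein solution; 300mM KCl, 50mM Tris-HCl, 1mM EDTA, 1mM DTT, pH 7.5) received compound, then a probe mix of 5 nM fluorescein-DNA and 100nM Texas-615-DNA. Fluorescence polarization was read for both dyes.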
RGS4 inh – human RGS4 inhibition | Transcreener GDP fluorescence polarization, RGS4-accelerated GTP hydrolysis | 0.039% of 390,000 active | Potency, µM (titrated, usually from 114 µM), for the others: at the highest dose activity change, negative = inhibition, actives largely listed as inhibitors; also: potency is read from the fitted curve at half-maximal effect; % is scaled to controls: 0 for no effect and ±100 for the full control effect; nearly all actives have a fitted effect of over 75% in size; some results filed as inactive show a strong effect at the top dose
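MLSMR compounds (23 nl, pin-transferred) preincubated 10 min at room temperature with a 500nM (2x) first reagent, then RGS4 at 900nM (2x) plus Transcreener GDP mix added; fluorescence polarization (620/688 nm) read before and after 90 min at 30 °C.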
GLS inh – blocks human kidney-isoform glutaminase activity; O94925; 0.21% of 410,000 active; AID 624170; Potency, µM (top dose mostly 45.5 µM), for inactives: at the top dose activity change, negative = inhibition, most hits filed as inhibitors; GLS enzymatic activity, qHTS titration; also: potency is read from the fitted curve at half-maximal effect; % is scaled to controls: 0 for no effect and ±100 for the full control effect
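hKGA; 45 mM KH2PO4 pH 8.2 + 0.02% Tween-20; cpd via pin tool; 1 mM Gln soln; GluOx/HRP/Amplex Red; RT 30 min; fluor. t0 & final.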
HP1b chromo inh – inhibitors of HP1-beta chromodomain binding to methylated histone tails; P83916; AlphaScreen HP1-beta / biotin-H3K9me3 peptide binding; Potency, µM (titrated, usually from 114 µM), for the others: at the highest dose activity change, negative = inhibition, usual class: inhibitors; 0.56% of 390,000 active; AID 540317; also: potency is read from the fitted curve at half-maximal effect; nearly all actives have a fitted effect of over 70% in size; inactives centre near 23
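AlphaScreen: HP1-beta (50 nM) preformed 30 min with biotin-H3(1-18)K9me3 peptide (50 nM) in PBS pH 7.4, 0.01% Tween-20. Compound added for 30 min at RT, then streptavidin donor/nickel chelate acceptor beads (10 ug/mL) for 30 min.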
BAZ2B inh – BAZ2B (human) inhibition. AlphaScreen BAZ2B-H3K14Ac peptide displacement. AID 504333. 4.4% of 360,000 active. Q9UIF8. Potency, µM (series often up to 114 µM), without a hit: at the highest dose activity change, negative = inhibition, usual class: inhibitors; also: potency is read from the fitted curve at half-maximal effect; % is scaled to controls: 0 for no effect and ±100 for the full control effect; nearly all actives have a fitted effect of over 60% in size
Target sequence (Q9UIF8 whole entry, looked up): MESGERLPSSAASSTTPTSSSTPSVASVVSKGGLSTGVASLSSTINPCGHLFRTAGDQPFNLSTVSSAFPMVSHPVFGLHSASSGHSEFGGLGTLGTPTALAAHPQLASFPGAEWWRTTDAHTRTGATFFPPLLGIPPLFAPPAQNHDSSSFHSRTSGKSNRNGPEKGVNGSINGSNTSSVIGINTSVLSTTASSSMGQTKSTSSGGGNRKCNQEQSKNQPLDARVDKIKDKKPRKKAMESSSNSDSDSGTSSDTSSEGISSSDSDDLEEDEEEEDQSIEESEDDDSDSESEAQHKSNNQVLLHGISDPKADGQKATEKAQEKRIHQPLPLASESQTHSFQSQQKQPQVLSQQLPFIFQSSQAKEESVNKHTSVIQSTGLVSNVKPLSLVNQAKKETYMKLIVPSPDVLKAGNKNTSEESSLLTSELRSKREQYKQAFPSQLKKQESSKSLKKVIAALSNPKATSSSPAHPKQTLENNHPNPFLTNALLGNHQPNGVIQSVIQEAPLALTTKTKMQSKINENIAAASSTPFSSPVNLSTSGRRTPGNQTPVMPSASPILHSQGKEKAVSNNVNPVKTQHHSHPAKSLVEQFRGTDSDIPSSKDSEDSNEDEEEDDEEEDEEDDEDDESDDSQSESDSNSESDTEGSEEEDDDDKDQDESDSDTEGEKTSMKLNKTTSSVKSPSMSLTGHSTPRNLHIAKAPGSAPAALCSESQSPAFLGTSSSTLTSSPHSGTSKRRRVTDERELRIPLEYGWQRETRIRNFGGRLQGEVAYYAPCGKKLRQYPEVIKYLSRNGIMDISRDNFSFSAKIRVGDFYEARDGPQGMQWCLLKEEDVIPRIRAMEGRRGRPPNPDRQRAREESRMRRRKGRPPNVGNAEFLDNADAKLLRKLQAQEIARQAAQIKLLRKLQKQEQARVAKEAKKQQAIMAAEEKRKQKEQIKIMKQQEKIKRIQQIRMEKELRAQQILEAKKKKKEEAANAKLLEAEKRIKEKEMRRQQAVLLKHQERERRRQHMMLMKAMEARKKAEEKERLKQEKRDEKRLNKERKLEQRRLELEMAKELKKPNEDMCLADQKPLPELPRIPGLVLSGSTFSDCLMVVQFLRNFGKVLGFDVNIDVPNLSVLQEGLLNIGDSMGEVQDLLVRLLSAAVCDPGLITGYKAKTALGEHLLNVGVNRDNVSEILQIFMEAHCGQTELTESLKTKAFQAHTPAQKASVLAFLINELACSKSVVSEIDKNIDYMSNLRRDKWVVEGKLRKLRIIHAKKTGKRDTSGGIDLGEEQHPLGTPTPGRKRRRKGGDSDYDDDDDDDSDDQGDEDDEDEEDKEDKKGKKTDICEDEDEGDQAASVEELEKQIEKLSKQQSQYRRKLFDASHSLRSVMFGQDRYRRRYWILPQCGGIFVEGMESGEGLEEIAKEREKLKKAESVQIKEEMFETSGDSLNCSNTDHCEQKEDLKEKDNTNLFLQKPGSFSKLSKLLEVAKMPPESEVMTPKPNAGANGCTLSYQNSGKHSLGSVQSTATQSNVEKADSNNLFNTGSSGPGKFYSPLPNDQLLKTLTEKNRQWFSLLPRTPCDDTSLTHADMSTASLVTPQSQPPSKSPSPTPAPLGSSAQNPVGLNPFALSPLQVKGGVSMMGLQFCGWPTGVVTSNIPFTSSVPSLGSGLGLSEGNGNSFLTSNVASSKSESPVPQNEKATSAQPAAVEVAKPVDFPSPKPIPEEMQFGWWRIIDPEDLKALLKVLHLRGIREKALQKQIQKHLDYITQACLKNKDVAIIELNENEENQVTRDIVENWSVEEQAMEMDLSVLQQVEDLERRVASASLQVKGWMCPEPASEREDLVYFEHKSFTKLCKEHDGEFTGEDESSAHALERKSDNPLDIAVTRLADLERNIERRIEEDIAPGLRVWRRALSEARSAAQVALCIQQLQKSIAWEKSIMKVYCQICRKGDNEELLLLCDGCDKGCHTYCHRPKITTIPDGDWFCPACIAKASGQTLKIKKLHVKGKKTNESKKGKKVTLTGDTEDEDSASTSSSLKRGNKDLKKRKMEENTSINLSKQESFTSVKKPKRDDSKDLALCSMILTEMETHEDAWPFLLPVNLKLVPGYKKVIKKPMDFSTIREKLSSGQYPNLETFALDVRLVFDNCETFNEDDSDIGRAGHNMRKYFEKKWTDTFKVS
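AlphaScreen displacement: compounds (up to 110uM) incubated 30 min at room temperature with a preformed 50 nM BAZ2B/50 nM biotinylated H3K14Ac peptide complex in PBS pH 7.4 with Tween-20. Donor and acceptor beads at 10 ug/mL final added, 20 min light-protected before reading.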
G9a inh – blocks human histone lysine methyltransferase G9a. Q96KQ7. G9a H3K9 monomethylation, AlphaScreen, 2 h. Potency, µM (titrated, usually from 102 µM), inactives show at the top dose activity, negative = inhibition, hits mostly inhibitors. 8.8% of 350,000 active; also: potency is read from the fitted curve at half-maximal effect; % is scaled to controls: 0 for no effect and ±100 for the full control effect; nearly all actives have a fitted effect of over 75% in size
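Signal arises when biotinylated H3K9 peptide, once monomethylated, bridges streptavidin donor and antibody-captured acceptor beads. Enzyme at 20 nM was preincubated 15 min with test compounds; peptide 500 nM and SAM 20 uM then reacted for 2 h.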
ALOX12 inh – inhibitors of human 12S-lipoxygenase ALOX12 | AID 1671190 | purified 12hLO, xylenol orange hydroperoxide absorbance | Potency, µM (highest dose often 108 µM), without a hit: at the highest dose activity change, negative = inhibition, actives largely listed as inhibitors | 1.1% of 580,000 active; also: potency is read from the fitted curve at half-maximal effect; % is scaled to controls: 0 for no effect and ±100 for the full control effect
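Purified human 12hLO at 150 nM in 25 mM Hepes, 0.01% Triton X-100, pH 7.0, preincubated 15 min at room temperature with compound. Reaction started with 40 uM arachidonic acid, 30 min at room temperature. Hydroperoxide measured by Fe-xylenol orange, 573/405 nm absorbance ratio.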
* marks the source's active call; other numbers are inactive results; ? = inconclusive; . = not tested or not shown; & = joins results of further samples; [ ] = remark or other dose. Unless noted, calls follow the shape of the dose curve; as a rule, active = well fitted curve in the direction sought with a large enough effect; inconclusive = small, poorly fitted or top-dose-only effect, or another doubt; inactive = no such curve, though single readings can be large; an effect the other way counts as inactive or inconclusive.

SMILES	JMJD2A Tudor inh	PI4K2A block	ERG-DNA inh	RGS4 inh	GLS inh	HP1b chromo inh	BAZ2B inh	G9a inh	ALOX12 inh
Cc1ccc(N(CC(O)Cn2nc(C)cc2C)S(=O)(=O)c2ccc3ccccc3c2)cc1 (stereo unspecified)	-17.1%	-1.4	-7.7%	-12.5%	-1.1%	12.8%	-1.0%	-6.9%[59 µM]	?
CC(C)NS(=O)(=O)c1ccc(OCC(=O)NCC2CCCO2)c(Cl)c1 (stereo unspecified)	-8.6%	1.8	2.3%	-0.6%	-1.9%	11.0%	0.8%	-27.7%[59 µM]	-9.4%
CCOc1ccc(OCCC(=O)N(CCOC)c2c(N)n(Cc3ccccc3)c(=O)[nH]c2=O)cc1	-11.1%	-0.1	6.3%	26.9%	0.7%	45.2%[activator]	.	.	12.8%
CC(C)N1CCN(Cc2cccn2-c2ccccn2)CC1CCO (stereo unspecified)	-10.0%	4.3	-0.3%	2.8%	7.4%	26.2%	-7.1%	?	-15.3%
O=C(NCCCn1ccnc1)c1csc2ccccc12	-24.6%	3.4	-2.8%	-13.5%	7.2%	3.3%	1.3%	9.8%[12.7 µM]	6.7%
C=C1CC2C(=O)N(Cc3ccccc3)C(C(=O)OCC)(C(=O)OCC)C1N2C(=O)OC(C)(C)C (stereo unspecified)	-6.4%&-11.0%	-1.9	-10.3%	-7.2%&-12.5%	-4.8%	51.5%&45.5%[activator]	.	.	-14.1%
COc1cc(C(=O)NC2Cc3ccccc3C2)ccc1OC1CCN(C(C)=O)CC1	4.4%	-2.1	4.5%	-20.5%	3.7%	21.3%[57 µM]	-4.6%	15.5%	4.7%
CSc1ccccc1OCc1cc(C(=O)NCCN2CCCC(O)C2)no1 (stereo unspecified)	-22.6%	-3.0	-1.6%	18.3%	1.9%	16.8%	-8.5%	.	-22.3%
O=C1CCCC2=C1C1(CCCC1)N=C(Nc1nc3ccccc3s1)N2	0.0%	8.3	0.6%	-14.2%	3.7%	24.9%	-5.2%	4.1%[2.33 µM]	12.5%
COC(=O)c1cc(C(=O)NCc2ccc3c(c2)OCO3)cc([N+](=O)[O-])c1	-27.4%	-5.3	10.9%	-20.3%	-16.0%	39.6%	-0.5%	-7.1%[0.501 µM]	2.2%
Cc1ccc(-n2c(Cc3cccn3C)nnc2SCC(=O)NCc2ccc3c(c2)OCO3)cc1	?	-3.2	-2.6%	19.9%	4.4%	-6.3%	50.1µM*	?	11.9%
COc1ccc(CCC(=O)OCc2csc(CC(=O)Nc3ccc(C)cc3)n2)cc1OC	-29.5%	-3.0	14.6%	-21.0%	-8.2%	1.0%	.	.	396.6%[activator]
O=C(CN1C(=O)NC2(CCc3ccccc3C2)C1=O)Nc1ccc(Cl)cc1F (stereo unspecified)	-11.0%	0.4	-8.5%	26.0%	11.9%	19.9%	-11.2%	14.4%[59 µM]	-23.9%
O=c1[nH]c(CN2CCN(S(=O)(=O)c3cccs3)CC2)nc2c(Br)cc(Br)cc12	-31.2%	5.9	-2.5%	-19.2%	-1.1%	10.7%	-38.9%	16.6%	2.3%
CC1CN(S(=O)(=O)c2cc(C(=O)NCCCN3CCCC3=O)ccc2Cl)CC(C)O1 (stereo unspecified)	-1.4%	-1.2	-7.5%	5.0%	-11.8%	39.2%[activator]	.	.	41.1%[activator]
Cc1nc(N2CCOCC2)[nH]c(=O)c1C	-14.0%	-2.2	-6.5%	7.3%	0.4%	28.3%	2.7%	1.4%	-4.6%
Clc1ccccc1C1Nc2cccc3cccc(c23)N1	?	2.4	2.1%	?	12.8%	?	70.8µM*	.	4.3%
COC(=O)c1ccc(CSc2nc3c(c(=O)[nH]2)CCC3)cc1	-7.3%	1.6&-4.7	2.3%	-0.2%	13.1%&4.6%	25.1%	-2.9%	-33.8%[59 µM]	31.1%&-10.7%
COc1ccccc1CNC(=O)C(C)NS(=O)(=O)c1ccc(C)cc1 (stereo unspecified)	-23.1%	3.0	-0.7%	-7.3%	-4.6%	7.3%	5.9%	-2.7%[12.7 µM]	-1.6%
Cc1ccc(C(=O)N/C(=C\c2ccco2)C(=O)N2CCCCC2)cc1	-20.3%	-9.9	2.5%	-12.3%	8.0%	?	-12.6%	44.7µM*	?
Cc1cc(S(=O)(=O)Nc2cc3c(cc2NCc2ccccc2)n(C)c(=O)n3C)ccc1F	-22.6%	-3.0	8.1%	1.9%	37.0%[activator]	3.9%	?	14.1µM*	-76.5%
O=C(O)CCC(=O)NNc1ncnc2ccccc12	-4.9%	0.1	-12.4%	25.6%	15.2%	26.1%	?	-127.9%[59 µM]	-0.6%
N#CCSc1ncnc2c1cnn2CCO	2.6%	6.1	1.8%	-2.9%	7.2%	15.8%	-0.1%	13.7%[0.501 µM]	442.3%[activator]
NC(N)=Nc1nc2cc([N+](=O)[O-])ccc2o1	-1.4%	-0.4	-6.7%	-8.2%	-6.9%	38.0%[activator]	-17.4%	-28.5%	-2.7%
COC(=O)c1ccc(/C=N/NC(=O)CC(=O)NCC(C)C)cc1	-7.0%	6.1	-0.4%	16.2%	4.6%	16.8%	-3.8%	2.0%[59 µM]	16.1%
COc1cccc(/C=N/NC(=O)CCNc2n[nH]c(=O)[nH]c2=O)c1OC	3.5%	5.2	10.9%	13.8%	-1.4%	20.7%	-10.1%	3.3%	1.5%
Cc1cc(C)c(NC(=O)CSc2nc(=O)n3cc(C)ccc3n2)c(C)c1	-8.8%	0.9	1.2%	14.1%	5.5%	20.8%	12.2%	22.0%[0.501 µM]	7.6%
Clc1ccc(Cl)c2sc(N3CCCC3)nc12	80.6%[activator]	7.4	2.6%	-24.5%	0.4%	198.4%[activator]	79.8%[activator]	53.9%[activator]	-0.2%
Cc1nnc2ccc(-c3ccc(NS(C)(=O)=O)cc3)nn12	-2.1%	-1.8	-10.1%	-0.2%	0.5%	43.0%[activator]	-22.1%	-3.9%	9.0%
O=C(CCC1CCCC1)N=C1SC2CS(=O)(=O)CC2N1c1ccccc1F (stereo unspecified)	-1.6%	-3.4	1.1%	-27.1%	0.0%	24.4%	-38.5%	12.9%	-11.4%
COc1cccc(NC(=O)c2ccccc2N(Cc2ccccc2)S(C)(=O)=O)c1	0.0%	-0.6	7.5%	12.1%	-1.5%	31.7%	2.8%	19.2%[0.501 µM]	-20.9%
Cc1ccc2oc3c(c(=O)c2c1)C(c1ccc(O)cc1)N(Cc1ccc2c(c1)OCO2)C3=O (stereo unspecified)	-6.5%	-1.5	10.7%	-8.3%	-1.5%	18.7%	-0.6%	-10.3%[59 µM]	-11.4%
CN(C)c1ccc(/C=N/NC(=O)c2nnn(-c3nonc3N)c2CN(C)c2ccccc2)cc1	1.8%	-3.8	7.9%	21.9%	25.7%	15.4%	-4.9%[57.1 µM]	88.3%[activator]	-0.5%
Cc1cn2c(=O)cc(COc3ccccc3NC(=O)c3ccccc3C)nc2s1	-11.6%	-3.9	1.4%	16.0%	-0.6%	31.9%	-0.5%	-3.9%[59 µM]	-1.0%
CCn1c(Cc2ccccc2)nnc1SCC(=O)Nc1nc(C)cs1	-16.2%	3.9	-0.5%	-6.5%	-17.0%	15.9%	8.6%	?	?
Cc1ccccc1NC(=O)c1cc(S(=O)(=O)N2CCOCC2)ccc1F	-3.8%	0.5	-0.3%	7.9%	0.8%	18.7%	-1.7%	1.1%[59 µM]	-11.8%
Cc1cc(N2CCN(C(=O)c3ccco3)CC2)n2nc(C)nc2n1	-2.8%	-3.9	1.4%	-23.5%	-1.9%	61.3%[activator]	1.9%	8.3%	432.5%[activator]
CC1Cn2c(nc3c2c(=O)[nH]c(=O)n3C)O1 (stereo unspecified)	5.1%	4.9	-1.7%	1.8%	4.9%	51.6%[activator]	8.7%	-5.3%[59 µM]	1.0%
CCOC(=O)C1CCN(c2cc(=O)n(-c3ccc(OC)cc3)c(=O)[nH]2)CC1	-10.6%	-3.7	3.4%	-10.6%	6.9%	22.5%	3.8%	-46.9%[59 µM]	-18.2%
COc1cc2c(cc1OC)C(c1ccccc1)N(C(=O)c1ccco1)CC2 (stereo unspecified)	-28.9%	-6.7	-4.1%	-16.8%	-2.1%	8.8%	-36.5%	?	29.9%[57.4 µM]
S=c1[nH]nc(-c2cccnc2)n1-c1ccccc1	7.94µM*	-3.6	.	-3.1%	7.7%	21.1%	-29.7%	1.58µM*	-25.5%
C[C@@H](O)c1nc2ccccc2n1N	-2.0%	-2.7	-3.0%	-5.5%	0.8%	1.3%	5.0%	1.2%[59 µM]	-12.0%
OC(CN1CCN(c2ccccn2)CC1)Cn1c2ccccc2c2ccccc21 (stereo unspecified)	?	-1.8	-2.4%	4.4%	6.1%	3.0%	?	?	?
COc1ccc(CC(=O)Nc2cc3oc4ccccc4c3cc2OC)cc1	9.6%	-1.1	-1.8%	17.8%	-2.8%	53.6%[activator]	-5.3%	13.3%[59 µM]	-9.2%

A portion of the library. The share of hits here may be higher or lower than overall.
